# bCat nuc transl: alters nuclear translocation of beta-catenin in HeLa cells; immunofluorescence imaging; nuclear translocation activity, % at 5 µM; 190,000 tested, 0.3% active; AID 1665;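 active = nuclear translocation activity above 50% at 5 µM, with a well cell count of 50 or more; inconclusive = wells under 50 cells across six images, flagged as toxic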;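 note: per-cell ratio of nuclear to cytoplasmic median beta-catenin stain intensity; plate controls were DMSO negative control for no effect and GSK-3 inhibitor IX positive control for full effect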
#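 Signal – beta-catenin immunofluorescence imaging with DAPI · Test system – human HeLa cell line · Dosing – 5 µM primary single dose, 0.1% DMSO, 0.02–20 µM confirmation series · Measure – % activation, nuclear-to-cytoplasmic median beta-catenin signal ratio per cell · Incubation – 24 h compound exposure at 37°C, 5% CO2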
# Yfh1-off respiration: enhancers of respiration in Yfh1-depleted yeast, dose response, Friedreich's ataxia, plus single-dose screen (AID 1465); one-dose fold induction at 50 µM; EC50 in µM for titrated hits; 220,000 tested, 0.074% active; S. cerevisiae Yfh1-off respiration, WST-1 reduction, 72 h; higher fold induction means a stronger effect;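 active = fold induction of absorbance versus untreated yeast above a set limit, then at least 30% activation at any dose in follow-up; inconclusive = repeats straddling the limit, or above it without dose testing; inactive = fold induction below the set limit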;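 note: activators that raise dye reduction in frataxin-depleted yeast; strong numbers were not always called active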
# AID2073: inhibitors of Mint1-CaV2.2 protein interaction, biochemical, HTRF (AID 2073); inhibition, % at 20 µM; hits with a dose series show IC50 in µM; 290,000 tested, 0.19% active; HTRF protein-protein interaction, Mint1-CaV2.2; higher % means a stronger effect; in the data active = inhibition mostly above about 51%, no sharp cut-off; inconclusive = no clear call, values can overlap the other calls; inactive = mostly below about 53%; note: some results filed as inactive read as strong as hits
# HIV peptide binding: inhibitors of HIV fusion peptide binding, primary screen, biochemical, uHTS, fluorescence dequenching (AID 1986). cell-free peptide binding, fluorescence dequenching, 30 min; higher % means a stronger effect. one-dose inhibition, % at 20 µM; IC50 in µM for titrated hits. 290,000 tested, 0.3% active; in the data active = inhibition mostly above about 52%, no sharp cut-off; inactive = mostly below about 76%; note: some results filed as inactive read as strong as hits
# Dynein cargo inh: dynein cargo transport inhibition; 3617.4 mouse cells, GR-EGFP nuclear translocation imaging; test concentration mostly 20 µM; stimulated with dexamethasone, 1 µM; hits give low values; z-score, hits read low; 220,000 tested, 0.47% active; AID 1381;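 active = plate z-score of nuclear minus cytoplasmic receptor signal below a set negative limit, without overly bright fluorescence or cell loss, cut at about -3.5 in these data, passing the limit was not always enough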;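 note: z-score of nuclear minus cytoplasmic ring GR-EGFP intensity difference per well; some compounds called inactive have numbers as strong as hits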
#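 Medium: Induction medium lacking tetracycline, stripped serum | Probe or stimulus: 1.0 µM final dexamethasone stimulus | Schedule: 48 h induction, then 1 h compound, then 30 min agonist, 37 °C | Signal: Automated 10x imaging of fixed Hoechst-stained cells | Evaluation: Per-cell GR-EGFP intensity, nucleus versus surrounding cytoplasmic ring, well-averaged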
# Autophagy mod: modulators of autophagy | MEF GFP-LC3 puncta imaging; test concentration mostly 10 µM | 190,000 tested, 0.98% active | calls only at 10 µM (by protocol);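 active = percentage of spot-positive cells more than 3 SD above its plate mean, without a fluorescence outlier flag or 80% toxicity; inconclusive = no clear call, values can overlap the other calls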;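 note: spot-positive cell cutoff set from DMSO-treated cells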
# WT yeast gro inh: growth inhibition of WT yeast, mitochondrial fusion screen. 190,000 tested, 2.1% active. AID 1362. inhibition, % at 10 µM. mitochondrial fusion phenotypic screen, WT strain; in the data active = inhibition above about 58%; tested in S. cerevisiae
# Insulin prom up: MIN6 insulin promoter up-regulation | z-score at 5 µM | AID 1625 | MIN6 insulin promoter-GFP reporter, high-content imaging; hits give high values | 190,000 tested, 0.3% active;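 active = z-score above 3 at 5 µM with at least 500 cells counted in the well; inconclusive = wells under 500 cells, flagged as cytotoxic or low count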
# MT stabilize HCS: microtubule stabilizers in HeLa cells; HeLa tubulin immunostaining HCS, 24 h; share of cells brighter than vehicle mean+2SD; % tubulin-high responders, % at 10 µM; 200,000 tested, 0.83% active; AID 2205;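 active = plate Z-score above 3 for both tubulin-high and condensed-nucleus cell shares, with cell loss under 80%, at 10 µM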;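 note: anti alpha tubulin signal scored within the nucleus-defined area of each cell; some results filed as inactive read as strong as hits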
# WT yeast gro inh mutant strain: also measured in WT yeast gro inh; calls as there; inhibition, %; mitochondrial fusion phenotypic screen, mutant strain inhibition
# Dynein cargo inh cytoplasmic EGFP: also measured in Dynein cargo inh; calls as there; z-score; measured here: cytoplasmic GR-EGFP intensity; hits give high values
# Dynein cargo inh nuclear GR-EGFP: also measured in Dynein cargo inh; calls as there; z-score; measured here: nuclear GR-EGFP intensity;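 lower value marks the stronger effect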
# Dynein cargo inh cell count: second read-out of Dynein cargo inh, no call of its own (marks repeat the call); z-score; measured here: cell count per field
# Insulin prom up cell count: second read-out of Insulin prom up, no call of its own (marks repeat the call); cell count; measured here: cytotoxicity, nuclei count;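 total cells summed across four imaged fields per well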
# bCat nuc transl cell count 5 µM: second read-out of bCat nuc transl, no call of its own (marks repeat the call); cell count; measured here: cell count, cytotoxicity flag
# MT stabilize HCS Hoechst-high %: recorded beside MT stabilize HCS, whose call it bears; % Hoechst-high responders; measured here: nuclear condensation Hoechst responders;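 share of cells brighter than vehicle mean plus two SD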
# MT stabilize HCS cytotoxicity %: second read-out of MT stabilize HCS, no call of its own (marks repeat the call); toxicity, %; measured here: cytotoxicity by cell density;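 0% = mean cell density of plate MIN control wells and 100% = no cells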
# Autophagy mod cell loss 18 h: further read-out of Autophagy mod, marked with its call; toxicity, %; measured here: cell loss, nuclei count;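 cell loss after 18 h compound exposure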
# Starred values were filed as active, the others as inactive; i = inactive; u = inconclusive; x = not tested or not shown.
Compound,bCat nuc transl,bCat nuc transl cell count 5 µM,Yfh1-off respiration,AID2073,HIV peptide binding,Dynein cargo inh,Dynein cargo inh cytoplasmic EGFP,Dynein cargo inh nuclear GR-EGFP,Dynein cargo inh cell count,Autophagy mod,Autophagy mod cell loss 18 h,WT yeast gro inh,WT yeast gro inh mutant strain,Insulin prom up,Insulin prom up cell count,MT stabilize HCS,MT stabilize HCS Hoechst-high %,MT stabilize HCS cytotoxicity %
Cc1cc(-c2ccccc2)nc2cc(C(N)=O)nn12,0.1,1108,i,14%,2.0%,0.28,-0.16,0.52,0.17,i,9,-5,-1,x,x,2.6,2.1,5.4
O=C(NCCc1ccccc1)c1cnc2n(c1=O)CCS2,0.3,1082,i,4%,-1.3%,-0.41,-0.18,-0.27,0.17,i,10,-34,0,-0.25,1213,2.5,2.2,5.4
O=C(COC(=O)C1(c2ccccc2F)CCCC1)N1CCc2ccccc21,-0.7,1075,i,0%,1.6%,1.2,-0.081,0.77,-2,i,8,-2,2,-0.1,1476,3.7,2.4,1.5
CCOC(=O)c1ccc(S(=O)(=O)NCC(c2ccc(N(C)C)cc2)c2c[nH]c3ccccc23)cc1 (stereo not drawn),-0.3,901,i,3%,-1.2%,-0.23,-0.26,-0.11,0.28,i,-17,23,18,0.23,1374,4.2,2.7,11
CCOC(=O)c1ccc(NC(=O)Nc2ccc(F)cc2)cc1,x,x,u,-2%,3.2%,-0.033,0.33,0.39,-0.48,i,-3,14,-4,-1.3,899,1.6,0.7,5.4
O=C(Oc1c(-c2ccccc2)c(=O)n2c3c(cccc13)CC2)c1cccc([N+](=O)[O-])c1,-0.5,1261,i,9%,0.4%,-0.74,-0.19,-0.43,-0.19,x,x,x,x,0.84,1240,x,x,x
COc1ccc(/C=C/C(=O)c2ccc[nH]2)c(OC)c1OC,x,x,i,8%,-0.3%,-0.75,0.95,-0.17,-0.14,i,-3,1,6,x,x,5.5,4.5,9.1
COc1ccc2c(c1)[nH]c1c(=O)n(Cc3ccccn3)cnc12,0.1,1172,i,-2%,-4.0%,-0.82,0.16,-0.24,0.52,i,3,x,x,-0.33,876,2.0,1.3,7.9
Cc1nnc(NC(=O)Cn2cnc3c2c(=O)n(C)c(=O)n3C)s1,-2.1,1163,i,12%,1.4%,-0.65,-0.22,-0.27,0.79,i,-2,-13,3,0.16,1158,3.2,1.9,3.7
OCCCCNc1cccc2ccccc12,-0.1,1143,i,-35%,3.9%,-0.51,-0.32,-0.87,0.3,i,1,16,4,0.12,1074,3.9,1.8,8.8
Cc1ccccc1OCCN1CCC(Cc2ccccc2)CC1,-2.7,1060,i,0%,1.2%,-0.58,-0.27,0.42,0.47,i,1,37,43,-0.51,1518,0.9,1.2,9.1
Cc1cccnc1NC(=O)c1cc2ccccc2oc1=O,1.9,1096,i,18%,2.2%,-0.99,-0.39,-0.99,1.1,i,3,7,-1,-0.7,1241,9.2,12,6.5
COc1cccc2cc(C(=O)OCC(=O)NCc3ccc4c(c3)OCO4)c(=O)oc12,-0.4,1142,i,-1%,0.2%,-0.8,-0.23,-0.46,0.42,x,x,x,x,-0.03,1387,x,x,x
O=C(NCc1ccc(F)cc1)C1CCC(=O)N1CCc1ccccc1 (stereo not drawn),0.0,1092,i,-2%,-1.4%,0.55,-0.19,0.49,-0.46,i,-10,5,5,-0.39,858,6.3,1.5,4.2
CCCCSc1nnc([C@@H]2CCCN2C(=O)OC(C)(C)C)o1,1.5,1129,i,-1%,0.6%,-0.023,-0.19,-0.19,0.34,i,-4,-9,1,2.3,1528,1.2,1.4,6.9
O=C(O)C1=C[C@H](c2ccc(Br)cc2)C[C@H](OCc2ccc(CO)cc2)O1,1.3,1049,i,-2%,3.9%,2.1,-0.3,1.4,-0.057,i,35,-10,-4,-0.36,1243,0.4,1.1,0.7
CCOC(=O)N1CCC(NS(=O)(=O)c2cc(Br)cnc2N)CC1,-1.7,946,i,14%,1.1%,1.5,-0.42,0.97,-0.98,i,6,3,14,0.61,1223,3.1,1.9,16
COc1ccc(CN2CCN(c3ccccn3)CC2)c(OC)c1C,-0.8,1316,i,-8%,0.0%,0.74,-0.22,0.25,0.13,x,x,x,x,-0.49,1341,x,x,x
Cc1nc2c(c(=O)n1CCC1=CCCCC1)c1nc3ccccc3nc1n2/N=C/c1ccco1,4.8,765,x,59%,-2.2%,-0.83,-0.27,-0.3,0.63,i,-2,x,x,-2.4,587,3.4,3.2,12
O=C(NNC(=O)C1CCN(S(=O)(=O)c2ccc(Cl)cc2)CC1)c1ccncc1,-0.7,1094,i,-5%,-2.0%,-0.56,-0.34,0.0093,0.45,i,-14,-22,-15,0.42,1390,x,x,x
O=C(CCCOc1ccccc1)Nc1nccs1,-0.4,712,i,-2%,-3.0%,-1.3,0.13,-0.54,0.35,i,3,17,5,1.4,1655,8.0,1.7,1.4
Fc1ccc(C(c2nnnn2C2CCCC2)N2CCN(Cc3ccncc3)CC2)cc1 (stereo not drawn),-5.2,1002,i,0%,0.4%,-0.64,-0.096,-0.38,0.4,i,5,2,9,0.31,1188,1.1,1.1,6.0
O=C(NC1CCCc2ccccc21)C1CCC(CNc2c(N3CCOCC3)c(=O)c2=O)CC1 (stereo not drawn),-2.5,1086,i,2%,-0.1%,2,-0.04,1,-0.37,i,-4,11,-4,x,x,4.9,1.6,2.0
CCCNC(=O)C(=O)NCC1CCCN1CC (stereo not drawn),-1.1,1144,x,-2%,2.0%,-0.11,-0.25,-0.024,0.29,i,10,-20,2,0.97,1247,3.8,1.7,5.7
O=C(Nc1cccnc1)c1cc(-c2ccc(Cl)cc2)on1,2.6,1019,i,30%,2.8%,0.16,-0.32,-0.085,0.29,i,12,5,7,0.16,1162,2.1,2.1,0.3
COc1ccc(NC(=O)CSc2nnc(Cn3cnc([N+](=O)[O-])n3)n2C)cc1,-1.5,1068,i,4%,-1.2%,-0.67,-0.26,-0.36,2.5,i,13,-8,8,-0.15,1549,1.9,2.1,5.8
CCc1ccc(NC(=O)Cn2c3[n+](c4c(F)c(F)ccc42)CCCCC3)cc1,-0.9,1043,i,-3%,-1.1%,-1.1,-0.15,-0.42,0.12,i,3,3,-18,0.43,1213,2.0,2.9,7.8
CC(=O)N1CCN(Cc2nc3cc(NC(=O)c4ccccc4Cl)ccc3n2C)CC1,-0.2,1520,i,2%,-0.3%,-0.79,-0.33,-0.46,1.3,i,2,0,8,0.05,1288,3.2,2.1,7.8
CCN=C1SC(C(=O)Nc2ccc(Cl)c(Cl)c2)CC(=O)N1CC (stereo not drawn),1.6,1190,x,1%,-1.8%,-0.92,-0.31,0.14,0.51,i,21,10,11,-0.44,1287,2.2,2.2,3.9
NC(=O)CC(NC(=O)Cc1cccc2ccccc12)c1ccc(NC2CCCCC2)c([N+](=O)[O-])c1 (stereo not drawn),0.9,1380,i,-5%,6.3%,0.71,0.082,0.69,-0.71,x,x,x,x,0.66,901,x,x,x
COc1ccc(C2C(C#N)=C(N)OC3=C2C(=O)CC(C)C3)c(OC)c1OC (stereo not drawn),x,x,i,-5%,-0.8%,-1.2,-0.26,-1.1,0.49,i,-1,-2,-16,0.04,1276,1.9,1.1,1.8
COc1ccccc1Oc1ccc2c(c1)C(=O)N(c1cccc(O)c1)C2=O,-5.1,974,i,1%,-2.3%,0.19,-0.2,0.2,-0.051,i,-2,-28,-19,0.68,1521,2.4,1.6,10
CC(C)C[C@H](NC(=O)NCc1ccccc1Cl)C(=O)O,-3.8,935,i,-2%,0.4%,-0.18,-0.25,0.18,0.42,i,10,-16,-6,0.4,1305,3.7,2.0,6.5
O=C(NC12CC3CC(CC(C3)C1)C2)c1cc2nc(-c3ccco3)cc(C(F)(F)F)n2n1,x,x,i,9%,1.2%,-1.1,-0.18,-0.38,0.55,i,-7,30,22,-1.2,697,3.9,3.0,5.2
COc1ccccc1NC(CC(=O)c1ccccc1)C(=O)OCC(=O)c1ccc(Br)cc1 (stereo not drawn),0.5,943,i,-4%,0.6%,0.9,-0.23,0.25,-1.1,i,-10,11,-18,x,x,1.4,3.4,11
Cc1cc(C)c(C(=O)CSc2nnc(-c3cccnc3)n2C)c(C)c1,-0.9,1169,i,-12%,-0.9%,1.8,-0.23,1.6,-0.44,i,-8,-7,-25,-0.32,843,1.9,1.4,4.0
NC(=O)NOCc1ccc(F)cc1Cl,-2.2,1121,i,u,-1.2%,-1.1,-0.26,-0.43,1.4,i,-21,-9,-3,0.62,1334,1.9,0.9,8.0
COc1ccc(CN2CC(C(=O)NCCc3ccccc3)CC2=O)cc1 (stereo not drawn),-0.7,1402,i,6%,-1.7%,-1.3,-0.2,-1.2,0.99,i,1,-7,2,0.2,1403,3.2,2.1,4.3

# Screening data from PubChem BioAssay.
